mcGAS inh – inhibitors of mouse cGAS; Q8C6L5; recombinant cGAS, Kinase-Glo ATP depletion luminescence; inhibition, % at 12.5 µM; 0.15% of 160,000 active;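 also: 0% = negative control wells and 100% = reference inhibitor with no enzyme activity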
NPYLR7 ag – activates Aedes aegypti NPYLR7 receptor; HEK293T NPYLR7/Galpha15, GCaMP6s calcium fluorescence; activation, % at 10 µM; 0.15% of 270,000 active; in the data active = activation above about 40%;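 also: 0% = vehicle and 100% = reference agonist at the receptor; some compounds past the cut are filed as inactive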
hcGAS inh – inhibitors of human cGAS; 0.081% of 290,000 active; AID 1259398; Q8N884; inhibition, % at 12.5 µM; recombinant h-cGAS, ATP depletion, Kinase-Glo luminescence;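 also: 0% = vehicle reaction and 100% = reaction without DNA for no activity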
Target sequence (Q8N884 whole entry, looked up): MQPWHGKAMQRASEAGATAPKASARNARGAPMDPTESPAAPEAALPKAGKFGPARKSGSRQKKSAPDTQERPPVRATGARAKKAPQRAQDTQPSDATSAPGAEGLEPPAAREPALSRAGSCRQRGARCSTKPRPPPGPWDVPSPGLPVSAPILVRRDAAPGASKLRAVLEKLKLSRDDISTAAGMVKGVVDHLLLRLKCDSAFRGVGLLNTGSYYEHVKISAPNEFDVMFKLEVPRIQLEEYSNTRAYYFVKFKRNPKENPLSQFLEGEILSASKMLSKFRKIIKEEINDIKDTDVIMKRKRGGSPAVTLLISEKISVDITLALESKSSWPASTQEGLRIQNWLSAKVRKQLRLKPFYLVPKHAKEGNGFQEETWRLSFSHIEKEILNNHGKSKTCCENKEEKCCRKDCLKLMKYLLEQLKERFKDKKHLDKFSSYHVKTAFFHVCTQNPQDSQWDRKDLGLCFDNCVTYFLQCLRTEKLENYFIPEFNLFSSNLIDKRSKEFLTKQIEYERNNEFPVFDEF
An asterisk follows results filed as active; / = no result given; & = joins results of further samples. Rule as the data show it, unless noted: active = inhibition above about 40%; inactive = the rest. Random draw from the library. Share with any hit: about 0.29%.

SMILES	mcGAS inh	NPYLR7 ag	hcGAS inh
COc1ccc(N2CCCn3c2nc2c3c(=O)[nH]c(=O)n2C)c(OC)c1	-8	/	-12
O=C(CCN1C(=O)CSC1c1ccccc1Cl)N1CCCC1 (stereo not given)	-5	-1	-6
CCOC(=O)c1c(NC(=O)c2cccs2)sc2c1Cc1ccccc1-2	3	3	2
C=CCSc1ncnc2sc3c(c12)CCCC3	-3	2	-10
Cc1cccc(CNC(=O)Nc2nnc([C@H]3C[C@H](O)[C@@H](CO)O3)s2)c1	-7	-2	-7
CCOC(=NC(=O)c1ccc(C)cc1)N(CCc1ccccc1)Cc1ccccc1	-5	18	-1
CC(c1cccc(O)c1)N(C)Cc1nccn1CC(F)(F)F (stereo not given)	/	9	-11
CC(=O)N1CC[C@@]2(C1)[C@H](O)CN(C)S2(=O)=O	-8	4	1
Cc1ccnc(SCc2cc(=O)c(OC(=O)c3ccc(C)c(C)c3)co2)n1	-3	-10	-1
CCC(=O)Nc1cccc(OCC(=O)N(C)Cc2ncc(C)[nH]2)c1	/	12	-5
COc1ccc(-c2noc(C3CCN(S(=O)(=O)c4ccccc4C)CC3)n2)cc1	-2	26	-5
COc1cccc(CC2(CO)CCCN(C/C=C/c3ccccc3OC)C2)c1 (stereo not given)	-4	10	-3
CCOC(=O)C(c1cccc(OC)c1)C1C=CC(NC(=O)/C=C/c2cccc(C(F)(F)F)c2)C1 (stereo not given)	-5	2	-6
CCc1nc2n(n1)C(=O)C(C(c1cccc(F)c1)N1CCCC(C)C1)S2 (stereo not given)	-6	19	-1
S=c1[nH]nc(COc2ccccc2)n1-c1cccc2ccccc12	-3	0	-4

Looked up by compound from the list above:
SMILES	mcGAS inh	NPYLR7 ag	hcGAS inh
C=CCSc1ncnc2sc3c(c12)CCCC3	-3	2	-10
CCc1nc2n(n1)C(=O)C(C(c1cccc(F)c1)N1CCCC(C)C1)S2 (stereo not given)	-6	19	-1
O=C(CCN1C(=O)CSC1c1ccccc1Cl)N1CCCC1 (stereo not given)	-5	-1	-6
COc1ccc(N2CCCn3c2nc2c3c(=O)[nH]c(=O)n2C)c(OC)c1	-8	/	-12
CCC(=O)Nc1cccc(OCC(=O)N(C)Cc2ncc(C)[nH]2)c1	/	12	-5
Cc1ccnc(SCc2cc(=O)c(OC(=O)c3ccc(C)c(C)c3)co2)n1	-3	-10	-1

New compounds follow
SMILES	mcGAS inh	NPYLR7 ag	hcGAS inh
CC(NS(=O)(=O)c1cccnc1Cl)c1ccc(F)c(F)c1 (stereo not given)	/	7	-5
CN(CCCc1cnn(C)c1)C1CCC2(CCNCC2)CC1	-6	/	-16
CCN(CC)S(=O)(=O)c1cc(C(=O)Nc2ccc(C)cc2)ccc1C	-6	-6	-4
OCCOc1cccc(CN2C[C@H]3C[C@H](O)[C@@H](O)C[C@H]3C2)c1	/	1	-1
Oc1cccc(-c2cc(C3CCN(Cc4ccsc4)C3)ccn2)c1 (stereo not given)	-10	-1	-5
COc1ccc(/C=C2N=C(/C=C/c3cccc(Cl)c3Cl)OC\2=O)c(OC)c1OC	/	-4	-6
Cc1ccccc1C1=NN(S(C)(=O)=O)C(c2ccccc2O)C1 (stereo not given)	/	3	0
O=C(c1cc2ccccc2[nH]1)N1CCC(S(=O)(=O)c2ccccc2)CC1	/	2	-2
COc1ccc(C(=O)NCC(C)c2ccccc2)cn1 (stereo not given)	-6	2	-10
CC1CCN(Cc2csc(NC(=O)COc3cc(Cl)ccc3Cl)n2)CC1	-5	-8	-1
CN(C)c1ncc(CN2CCN(S(=O)(=O)c3ccccc3)CC2)s1	/	-6	-3
COc1cc(C=NNC(=O)c2cc(C3CC3)[nH]n2)ccc1O	-7	7	-9
Cc1nsc(N2CCC(CN(C)C(=O)OC(C)(C)C)CC2)n1	/	-2	3
Cc1c(C)n2c3c(=O)n(CCN4CCCCC4)c(=O)n(C)c3nc2n1CCc1ccccc1	-7	5	-6
O=C1C2C3C=CC(C4CC34)C2C(=O)N1c1ccc2c(c1)OCO2 (stereo not given)	-3	4	1

Just NPYLR7 ag and mcGAS inh (two entries from above):
mol,NPYLR7 ag,mcGAS inh
O=C(c1cc2ccccc2[nH]1)N1CCC(S(=O)(=O)c2ccccc2)CC1,2,/
OCCOc1cccc(CN2C[C@H]3C[C@H](O)[C@@H](O)C[C@H]3C2)c1,1,/

3 compounds from above, sorted by heavy-atom count, rising:
SMILES	mcGAS inh	NPYLR7 ag	hcGAS inh
Oc1cccc(-c2cc(C3CCN(Cc4ccsc4)C3)ccn2)c1 (stereo not given)	-10	-1	-5
CCN(CC)S(=O)(=O)c1cc(C(=O)Nc2ccc(C)cc2)ccc1C	-6	-6	-4
COc1ccc(/C=C2N=C(/C=C/c3cccc(Cl)c3Cl)OC\2=O)c(OC)c1OC	/	-4	-6

Structures from the list above with an aryl thioether with sulfur outside any ring:
SMILES	mcGAS inh	NPYLR7 ag	hcGAS inh
C=CCSc1ncnc2sc3c(c12)CCCC3	-3	2	-10
Cc1ccnc(SCc2cc(=O)c(OC(=O)c3ccc(C)c(C)c3)co2)n1	-3	-10	-1

The list continues.
SMILES	mcGAS inh	NPYLR7 ag	hcGAS inh
CCOc1ccc(CN(CCN2CCOCC2)Cc2nc(C(=O)NCC3CCCO3)co2)cc1 (stereo not given)	-3	/	0
O=c1oc2c3c(ccc2cc1-c1ccc(Cl)cc1)OCN(CCN1CCOCC1)C3	-9	14	-5
COc1cccc(Cc2nc3c(c(N4CCOCC4)n2)CN(C(=O)Nc2cccc(Cl)c2Cl)CC3)c1	-5	12	-8
O=C(NCc1ccccn1)c1coc(CN(Cc2ccc(F)cc2)Cc2ccc(Cl)c(Cl)c2)n1	-4	32	-4
CCn1cc(C2=NOC(C(=O)Nc3cc(C)on3)C2)c(C)n1 (stereo not given)	-2	20	0
CCCS(=O)(=O)NCc1nnnn1-c1ccc(C)c(C)c1	-8	3	-9
CC1CCCN(Cc2nc3c(c(=O)n(C)c(=O)n3C)n2CCCO)C1 (stereo not given)	-6	0	-2
Cc1cc(NC(=O)C(C)Oc2ccccc2)n(-c2ncnc3c2cnn3-c2ccccc2)n1 (stereo not given)	-7	10	-1
CN(Cc1ccccc1)C1(C(=O)NCCN2CCNC2=O)Cc2ccccc2C1	-15	10	-6
CCOC(=O)c1ccc(NC(=O)c2sc(NC(=O)C(C)(C)C)c(C(=O)OCC)c2C)cc1	/	-7	-4
COc1cccc(COC(CN2CCN(C(=O)c3ccc(F)cc3F)CC2)c2ccc(Cl)cc2)c1 (stereo not given)	-6	/	-2
Cc1cccc(C(=O)Nc2ccccc2C(=O)N(C)c2ccccn2)c1	/	12	-7
O=C(c1ccc(Cl)c(Cl)c1)N1CCc2nc(Cc3cccc(F)c3)nc(N3CCOCC3)c2C1	-4	17	-12
COc1ccc(OC)c(C2SCC(=O)N(CC(=O)NCc3ccc(F)cc3)c3c2c(-c2ccccc2)nn3-c2ccccc2Cl)c1 (stereo not given)	-5	22	-14
O=C(NC1CCCCC1)c1c(O)c2c([nH]c1=O)CCCC2	/	1	-5
O=C(O)c1nn(-c2ccc(Cl)cc2)ccc1=O	/	13	0
CNC(=O)C(CC(C)C)NC(=O)C/C=C/c1ccc(C)cc1 (stereo not given)	0	-5	2
CC(C)[C@H]1CC[C@H](C)CC1OCC(=O)N[C@H](Cc1ccccc1)C(=O)N1CCC(C(=O)N2CCOCC2)CC1 (stereo not given in full)	-7	25	-2
CCCc1c(C(=O)NC2CC2)cnn1C	-4	-2	-3
CC1C(=O)N(c2ccc(Oc3ccccc3)cc2)CCN1C(=O)CCc1ccccc1 (stereo not given)	-3	1	-4
Cc1nn(C(C)C)c(C)c1NCc1ccc(N2CCOCC2)cc1	2	1	3
CCC(C(=O)N(Cc1nc(C(=O)OC)cs1)C1CC1)c1ccccc1 (stereo not given)	-6	-13	-5
Fc1cccc(CN2CCN(Cc3ccc4nonc4c3)CC2)c1	-12	-7	-2
Cc1ccc(CNC(=O)c2sc3nc(CN4CCCCC4)[nH]c(=O)c3c2C)cc1	/	6	-2
COc1cccc(C(=O)N(Cc2ccc(OCc3nc(CO)cs3)cc2)C2CC2)c1	-5	11	-4
COc1ccccc1OC1CCN(S(=O)(=O)NCc2ccccc2)CC1	/	-1	-4
COc1ccc(C2C(=C(O)c3ccccc3)C(=O)C(=O)N2CCCN(C)C)cc1 (stereo not given)	/	6	-5
COc1cc(NC(=O)Cc2cccc(F)c2)cc(OC)c1	-7	-2	-10
CCOc1cccc(-c2nc3ccccc3c(=O)n2Cc2ccccc2)c1	-7	4	-7
Cc1ccc(NS(=O)(=O)c2ccc(S(C)(=O)=O)c(F)c2)nc1	/	-4	-8
O=c1oc2ccc(Br)cc2cc1-c1ccc(S(=O)(=O)N2CCOCC2)s1	/	19	-7
Cc1ccc(/C=C/S(=O)(=O)Nc2ccc(OCCO)cc2C(F)(F)F)cc1	/	3	-8
CN1C(C(=O)N2CCN(C(=O)c3ccco3)CC2)=CC(c2ccco2)=NS1(=O)=O	/	8	5
COc1cc(OC)cc(C(=O)N(Cc2nc3cc(Cl)ccc3o2)C2CC2)c1	-6	2	-5
Cc1cc(C(=O)N2CCCC2)nc2cc(-c3ccccc3)nn12	-7	10	-8
CCC/C=C/c1cc(N2CCOCC2)nc(N)n1	-3	4	2
COc1ccc(NC(=O)C2CCN(C(=O)[C@@H]3CCCN3C(=O)Nc3ccccc3Br)CC2)cc1	-7	-3	-7
Cc1cccc2c(-c3ccc(O)c(F)c3)c[nH]c12	/	13	-11
COc1ccccc1N1CCN(C(=O)c2ccncc2)CC1	/	0	-6
CCCc1c(C(=O)Nc2ccc(-c3cccc(-c4ccc5c(c4)OCCO5)n3)cc2)cnn1-c1ccccc1	-8	3	-8
COCc1nc(-c2cccc(CN3CCN(C(=O)c4cnc(C)cn4)CC3)c2)no1	-4	6	0
C/C=C/COC(=O)C1=C(C)NC(=O)NC1c1cccc2ccccc12 (stereo not given)	-5	-1	-4
CCOC(=O)C1CCCCN1CC(=O)N1N=C(c2cccc(OC)c2)CC1c1ccccc1 (stereo not given)	-4	8	-6
CCc1nc2ccc(C(=O)NCCN3CCOCC3)cn2c1N(CC)CCOC	-2	-3	-3
O=C1C(=Cc2ccc3c(c2)OCCO3)CCC1=Cc1ccc2c(c1)OCCO2	/	8	-2
CNC(=O)CSc1nnc2[nH]c(=O)cc(C)n12	1	-24	0
Clc1ccccc1-c1cn(C2CCN(Cc3nccs3)CC2)nn1	-7	-8	-4
COc1ccc(N2CC(NC(=O)NCCn3ccc4ccccc43)CC2=O)cc1 (stereo not given)	0	3	2
COCCNC(=O)CCC1CCN(C(=O)C2=CCCC2)CC1	/	12&8	-4&-5
CC(Sc1nc(=O)n2ccccc2n1)c1ccccc1 (stereo not given)	-7	3	-8
CC(NCc1csc(-c2cccs2)n1)C(=O)NC1CCCC1 (stereo not given)	-12	-5	-4
CC(Sc1nnc(-c2ccc(F)cc2)n1C)C(=O)N1CCCC1 (stereo not given)	/	13	-7
CC1(C(=O)NS(=O)(=O)c2cccc(Cl)c2)CCN1C(=O)COc1ccc(Cl)cc1 (stereo not given)	/	5	-9
COc1ccc(-c2cccc(-n3cncc3C(=O)NCc3cc(C(F)(F)F)ccc3Cl)c2)cc1OC	-7	12	-5
CC1CNC(=O)CCN1Cc1ccc(CN(C)S(C)(=O)=O)o1 (stereo not given)	/	3	-9
Cc1ccc(-c2cn(S(=O)(=O)c3ccc(Cl)cc3)nc2N)cc1	/	-1	6
CCCNC(=O)Cn1cnc2c(nnn2CC)c1=O	/	0	0
Cn1cccc1-c1cc(C(=O)N2CCN(c3ccccc3F)CC2)n(-c2ccccc2)n1	-6	21	-4
O=C(Nc1ccc(F)cc1)C1CCN(Cc2c(-c3ccco3)nc3ncccn23)CC1	/	0	-8
CN1CCN2c3ccc(/C=C/C(=O)c4c(O)n(C)c(=O)n(C)c4=O)cc3CC3(C(=O)N(C)C(=O)N(C)C3=O)C2C1 (stereo not given)	/	5	-10
Further structures follow.
SMILES	mcGAS inh	NPYLR7 ag	hcGAS inh
CC1CCCCC1NC(=O)NC(=O)CSc1nnc(-c2ccccc2F)n1C (stereo not given)	/	-6	-4
O=C(NN=Cc1c(F)cccc1Cl)c1n[nH]c2c1CCC2	-6	6	-8
CCOC(=O)c1c(NC(=O)CSc2nnc3ccccn23)sc(C(C)=O)c1C	/	-9	7
Cc1cc(C)cc(CCC(=O)NC2C=CS(=O)(=O)C2)c1 (stereo not given)	/	15	-4&-10
N#CC(=C(O)C[n+]1ccccc1)c1nc2ccccc2[nH]1	-5	1	-2
CCOC(=O)C1(Cc2ccc(Cl)cc2)CCN(C(=O)c2ccccc2N(C)C)CC1	-2	7	0
Cc1nn(C)c(C)c1NC(=O)c1ccc(Br)o1	-1	10&-8	-6&-2
O=C1NCCN(Cc2ccc3ccccc3c2)C1CC(=O)N1CCc2c(Cl)cccc2C1 (stereo not given)	-10	4	-11
CCNC(=O)c1coc(CN(Cc2ccc(C(F)(F)F)cc2)Cc2ccc3c(c2)OCO3)n1	-6	16	-2
CCCC(=O)N(Cc1ccccc1)c1nc2c(OC)ccc(OC)c2s1	-7	-1	-4
CCOC(=O)C(C)(C)NCc1nc(CC(C)C)no1	/	3	-6
COc1ccc(C2c3ccsc3CCN2CC(=O)N2CCN(S(=O)(=O)c3ccc(Cl)cc3)C(C)C2)cc1 (stereo not given)	-5	14	-4
COCCNC(=O)c1coc(CN(CCc2c[nH]c3ccccc23)Cc2ccc(F)cc2F)n1	-2	9	0
COc1cccc2cc(C(=O)N3CCN(Cc4ccccc4)CC3)c(=O)oc12	/	-1	-6
Cc1ccsc1CCNC(=O)c1ccccc1C1CCNC1 (stereo not given)	-11	-1	-5
N#CC(=Cc1ccccc1I)c1nc(-c2ccccc2)cs1	-6	27	-2
Cc1nn(C)c(C)c1CC(=O)Nc1ccc(-n2cccn2)c(Cl)c1	2	-5	2
CSc1ccccc1CN1CCC(Cc2ccc(-n3cccc3)cc2)CC1	-5	-2	-4
